All columns: NCI-60 one-dose screen, growth in % after 48 h at 10 µM unless noted; 100 = growth as untreated, 0 = no growth, -100 = all killed.
NCI/ADR-RES = NCI/ADR-RES ovarian cells; 4.4% of 81,000 active
NCI-H226 = NCI-H226 lung cancer. 3.5% of 79,000 active. AID 1794732
KM12 = KM12 colon cancer cells; 5% of 82,000 active; AID 1794800
NCI-H460 = NCI-H460 lung cancer. 6.8% of 82,000 active. AID 1794736
COLO 205 = COLO 205 colon cancer | 7.3% of 79,000 active
IGROV1 = IGROV1 ovarian cancer. AID 1794786. 4.7% of 79,000 active
NCI-H23 = NCI-H23 lung cancer. 4% of 80,000 active. AID 1794731
NCI-H522 = NCI-H522 lung cancer. 8% of 78,000 active. AID 1794739
NCI-H322M = NCI-H322M lung cancer | 2.7% of 80,000 active | AID 1794733
The depositor's hits bear a star; . = not tested or not shown. Rule for the calls: active = growth percent below 10; inactive = the rest.

nr | SMILES | NCI-H226 | COLO 205 | KM12 | NCI-H460 | NCI/ADR-RES
1 | CCCn1cc2c(=O)nc3sc(Cc4ccc(OC)cc4)c(C)n3c2n1 | 106 | 114 | 94 | 102 | 98
2 | OCCCC(O)c1ccccc1 (stereo not drawn) | 93 | 101 | 103 | 106 | 104
3 | CCSc1nnc(-c2ccc(NC(=O)c3cccnc3)cc2)n1N | 104 | 110 | 102 | 110 | 107
4 | N#CC1=C(N)Oc2c(ccc3ccccc23)C1c1ccccc1Cl (stereo not drawn) | 69 | -1.6* | 13 | 5.3* | -0.5*
5 | O=C(Nc1ccc(-c2ccnc(Nc3ccc(N4CCOCC4)cc3)n2)cc1)[C@@H]1CCCN1 | 49 | 45 | 36 | 51 | 87
6 | COC(=O)CCCCCC[C@@H]1[C@@H](/C=N/NC(=O)c2ccncc2)[C@H](OC(=O)c2ccccc2)C[C@@H]1O | 87 | 106 | 103 | 100 | 98
7 | O=C(c1ccccc1)C(Br)C(Br)c1ccccc1 (stereo not drawn) | 109 | 6.7* | 55 | 103 | 117
8 | CCN(CC)CCCC(C)Nc1c2ccc(Cl)cc2nc2ccc(O)cc12 (stereo not drawn) | 39 | -16* | 30 | 15 | 77
9 | COc1ccc(-c2ccc(-c3ccc(C(=N)N)nc3)s2)cc1 | 83 | -52* | -74* | -85* | 26
10 | CCNc1ccccc1 | 111 | 124 | 112 | 102 | 97

nr | IGROV1 | NCI-H322M | NCI-H23 | NCI-H522
1 | 99 | 95 | 100 | 78
2 | 110 | 111 | 103 | 91
3 | 112 | 106 | 109 | 101
4 | 25 | 55 | 31 | -7.0*
5 | 61 | 68 | 66 | 48
6 | 103 | 97 | 94 | 74
7 | -22* | 121 | 104 | .
8 | 54 | 38 | 46 | 37
9 | -84* | -20* | -30* | -45*
10 | 132 | 128 | 98 | 82

Carrying on.
nr | SMILES | NCI-H226 | COLO 205 | KM12 | NCI-H460 | NCI/ADR-RES
11 | COc1cccc(-c2nc(Nc3cccc(S(N)(=O)=O)c3)c3ccccc3n2)c1 | 72 | 112 | 81 | 59 | 82
12 | c1ccc2cc3c(cc2c1)oc1ccccc13 | 101 | 101 | 107 | . | 97
13 | COc1ccc(-n2nc(C(=O)Nc3ccc(OC)c(OC)c3)nc2-c2cc(OC)c(OC)c(OC)c2)cc1 | 71 | 99 | 89 | 90 | 77
14 | CC1=NN(CNc2nc3c(C)ccc(C)c3s2)C(=O)C1 | 94 | 112 | 114 | 101 | 100
15 | CCC(CC)CC1CCCCC1=O (stereo not drawn) | 96 | 124 | 110 | 106 | 103
16 | CCOC(=O)C1=C(C)n2nc(CC#N)c(C#N)c2NC1c1ccc(CC)cc1 (stereo not drawn) | 88 | 98 | 97 | 104 | 97
17 | S=c1nc[nH]c2ccccc12 | 98 | 108 | 94 | 101 | 100
18 | CCOC(=O)c1ccc2n1CCCc1cnc(NC3CCCC3)nc1-2 | 91 | 113 | 104 | 106 | 90
19 | Cc1ccc(-c2nc(N3CCCNCC3)c3oc(-c4ccccc4)nc3n2)cc1 | 93 | -81* | -82* | -68* | -46*
20 | C=C(C)[C@H]1CC/C(C)=C/CC[C@]2(C)O[C@H]2CC/C(C=O)=C\C1O (stereo partly drawn) | 106 | . | 114 | 104 | 109

nr | IGROV1 | NCI-H322M | NCI-H23 | NCI-H522
11 | 106 | 104 | 93 | 80
12 | 86 | 98 | 84 | 98
13 | 87 | 85 | 93 | .
14 | 98 | 105 | 97 | 121
15 | 120 | 110 | 99 | 102
16 | 70 | 86 | 86 | 86
17 | 105 | 90 | 99 | 94
18 | 116 | 96 | 99 | 91
19 | -85* | -70* | 9.9* | -75*
20 | . | 111 | 112 | 113

Further records
nr | SMILES | NCI-H226 | COLO 205 | KM12 | NCI-H460 | NCI/ADR-RES
21 | COc1ccc2oc(=O)cc(Cn3c4ccc(Cl)cc4c4ccc([C@@H](C)C(=O)O)cc43)c2c1 | 115 | 115 | 99 | 106 | 91
22 | O=C(C[Si](CC(=O)c1cccc(C(F)(F)F)c1)CC(=O)c1cccc(C(F)(F)F)c1)c1cccc(C(F)(F)F)c1 | 83 | 98 | . | 8.4* | 78
23 | COc1ccc(Nc2ncccc2C(=O)Nc2nc3ccc(OC)cc3s2)cc1 | 90 | 145 | 106 | 97 | 93
24 | CCCn1c(NC(=O)c2cccc(C(N)=O)c2)nc2cc(CN3CCCCC3)ccc21 | 101 | 89 | 23 | 101 | 114
25 | O=C(O)c1cn(C2CC2)c2cc(N3CCN(C(=O)C[n+]4ccccc4)CC3)c(F)cc2c1=O | . | 121 | 103 | 106 | 105
26 | O=C(NNc1nc2cc(F)ccc2n2c(CN3CC4CNCC4C3)ccc12)c1cnccn1 (stereo not drawn) | 25 | 18 | 17 | 4.9* | 85
27 | COc1ccc(Nc2ncc(OC)c(NCCCNC(=O)C3CCC3)n2)cc1 | 95 | 110 | 85 | 102 | 95
28 | OCc1cnccc1N1CCCC1 | 100 | 105 | 101 | 101 | 100
29 | CCCCn1c(=O)c(/C=C/c2cc(/C=C/c3cc4ccccc4n(CCCC)c3=O)n(-c3ccccc3)n2)cc2ccccc21 | 103 | 98 | 103 | 108 | 113
30 | O=C(NCCNc1nccc(-c2c(-c3cccc(O)c3)nc3sccn23)n1)Nc1cc(C(F)(F)F)cc(C(F)(F)F)c1 | 101 | 45 | 43 | 52 | 88

nr | IGROV1 | NCI-H322M | NCI-H23 | NCI-H522
21 | 88 | 83 | 90 | 92
22 | 48 | 75 | . | 69
23 | 109 | 94 | 90 | 69
24 | 88 | 92 | 88 | 83
25 | 109 | 105 | 104 | 93
26 | 24 | 32 | 35 | 17
27 | 84 | 103 | 93 | 84
28 | 106 | 106 | 106 | 94
29 | 115 | 100 | 97 | 82
30 | 65 | 87 | 91 | 70

Sorted by SMILES length (low to high): some entries from above.
nr | SMILES | NCI-H226 | COLO 205 | KM12 | NCI-H460 | NCI/ADR-RES
28 | OCc1cnccc1N1CCCC1 | 100 | 105 | 101 | 101 | 100
27 | COc1ccc(Nc2ncc(OC)c(NCCCNC(=O)C3CCC3)n2)cc1 | 95 | 110 | 85 | 102 | 95
22 | O=C(C[Si](CC(=O)c1cccc(C(F)(F)F)c1)CC(=O)c1cccc(C(F)(F)F)c1)c1cccc(C(F)(F)F)c1 | 83 | 98 | . | 8.4* | 78

nr | IGROV1 | NCI-H322M | NCI-H23 | NCI-H522
28 | 106 | 106 | 106 | 94
27 | 84 | 103 | 93 | 84
22 | 48 | 75 | . | 69

3 of the compounds above, as a markdown table:
| item | SMILES | NCI-H226 | COLO 205 | KM12 | NCI-H460 | NCI/ADR-RES | IGROV1 | NCI-H322M | NCI-H23 | NCI-H522 |
| --- | --- | --- | --- | --- | --- | --- | --- | --- | --- | --- |
| 27 | COc1ccc(Nc2ncc(OC)c(NCCCNC(=O)C3CCC3)n2)cc1 | 95 | 110 | 85 | 102 | 95 | 84 | 103 | 93 | 84 |
| 28 | OCc1cnccc1N1CCCC1 | 100 | 105 | 101 | 101 | 100 | 106 | 106 | 106 | 94 |
| 29 | CCCCn1c(=O)c(/C=C/c2cc(/C=C/c3cc4ccccc4n(CCCC)c3=O)n(-c3ccccc3)n2)cc2ccccc21 | 103 | 98 | 103 | 108 | 113 | 115 | 100 | 97 | 82 |

Further records.
nr | SMILES | NCI-H226 | COLO 205 | KM12 | NCI-H460 | NCI/ADR-RES
31 | COc1ccc(NC(=O)Cn2c(O)c(N=Nc3ccc(S(N)(=O)=O)cc3)c3ccccc32)cc1 | 40 | 58 | 26 | 21 | 94
32 | O=S(=O)(O)c1cc(Nc2nc(Nc3ccccc3)nc(Nc3ccccc3)n2)ccc1/C=C/c1ccc(Nc2nc(Nc3ccccc3)nc(Nc3ccccc3)n2)cc1S(=O)(=O)O | . | 97 | 96 | 105 | 94
33 | O=C(Nc1ccc(-n2cnc3cc(-c4ccc(O)cc4)ccc32)cc1)NC1CC1 | 108 | 118 | 23 | 104 | 103
34 | O=c1oc2ccc(Br)cc2cc1C1=CSc2ccccc2N=C1 | 86 | 110 | 90 | 98 | 92
35 | CC1(C)CC(=O)C2=C(C1)N(Cc1ccc(C(=O)O)cc1)C1=C(C(=O)CC(C)(C)C1)C2c1ccccc1 | 104 | 115 | 112 | 107 | 96
36 | COC1CCC(C(C)C)C(C)C1 (stereo not drawn) | 91 | 113 | 102 | 109 | 101
37 | [O-]/[N+](=C\c1ccc(Cl)cc1Cl)c1ccccc1 | 103 | 104 | 105 | 102 | 101
38 | O=C(C[n+]1ccccc1)c1cccs1 | 93 | 104 | 106 | 103 | 101
39 | COc1ccccc1CN1CCCOP1(=O)Nc1ccccc1C (stereo not drawn) | 94 | 103 | 105 | 102 | 102
40 | C=CCc1ccc(OC(=O)[C@@H](C)c2ccc3cc(OC)ccc3c2)c(OC)c1 | 105 | . | 103 | 104 | 103

nr | IGROV1 | NCI-H322M | NCI-H23 | NCI-H522
31 | 34 | 34 | 10 | 67
32 | 92 | 93 | 91 | 93
33 | 119 | 104 | 102 | 76
34 | 78 | 83 | 85 | 79
35 | 102 | 97 | . | 95
36 | 109 | 104 | 99 | 97
37 | 89 | 84 | 113 | 97
38 | 106 | 108 | 95 | 81
39 | . | 102 | 100 | 97
40 | 105 | 107 | 107 | 94

New compounds follow.
nr | SMILES | NCI-H226 | COLO 205 | KM12 | NCI-H460 | NCI/ADR-RES
41 | COc1cccc2c1C(=O)c1c(O)c3c(c(O)c1C2=O)C[C@@](O)(C(C)=O)C[C@@H]3OC1CC(N)C(O)C(C)O1 (stereo partly drawn) | -6.9* | -54* | -8.9* | -25* | 24
42 | O=[N+]([O-])c1ccccc1N=Nc1ccc(O)cc1O | . | 102 | 110 | 115 | 118
43 | FC(F)(F)c1ccc2nc(-c3nc(-c4ccccc4)n4ccccc34)[nH]c2c1 | 99 | 59 | 52 | 59 | 44
44 | CC1CC[N+]2(CCCCC2)CC1 | 110 | 113 | 109 | 112 | 111
45 | O=Cc1ccc(-n2cc(Cc3cc(Cc4cn(-c5ccc(C=O)cc5)nn4)c(Cc4cn(-c5ccc(C=O)cc5)nn4)cc3Cc3cn(-c4ccc(C=O)cc4)nn3)nn2)cc1 | 107 | 120 | 97 | 107 | 101
46 | CCC(C)Cn1cnc2c(SCC(=O)O)nc(N)nc21 (stereo not drawn) | 101 | 99 | 100 | 100 | 106
47 | Cc1ccc(NC(=O)N/N=c2\cc(C)c3ccc(O)cc3o2)c(C)c1 | 94 | 111 | 111 | 115 | 100
48 | Cn1cc(C(=O)c2nc(-c3c[nH]c4ccc(F)cc34)no2)c2ccccc21 | 88 | 103 | 68 | 101 | 97
49 | O=C(C[C@@]1(O)C(=O)Nc2c(Cl)ccc(Cl)c21)c1ccc(C2CC2)cc1 | 46 | 1.1* | 25 | 6.3* | 5.4*
50 | Clc1nn2c(Cn3cnc4c(NCc5ccccc5)ncnc43)nnc2c2ccccc12 | 43 | 35 | 59 | 34 | 41

nr | IGROV1 | NCI-H322M | NCI-H23 | NCI-H522
41 | -29* | 3.6* | -41* | -52*
42 | 93 | 107 | 103 | .
43 | 68 | 55 | 79 | 68
44 | 102 | 103 | 100 | 93
45 | 102 | 94 | 99 | 98
46 | 105 | 97 | 92 | 98
47 | 104 | 95 | 101 | 82
48 | 58 | 101 | 91 | 93
49 | 23 | 53 | 38 | 19
50 | 25 | 21 | 54 | 44

Other entries:
nr | SMILES | NCI-H226 | COLO 205 | KM12 | NCI-H460 | NCI/ADR-RES
51 | COc1ccc(-c2nc3cc(/C=N/c4nc5ccc(N6CCN(C)CC6)cc5s4)ccc3s2)cc1OC | 82 | . | 99 | 108 | 101
52 | Nc1cccc(-c2cccc(Oc3ccc4nnc(Cl)n4n3)c2)c1 | 73 | 125 | 103 | 100 | 90
53 | CC1=Cc2cc(Cl)cc(Cl)c2OC12Oc1c(Cl)cc(Cl)cc1C=C2C | 102 | 110 | 100 | 111 | 102
54 | Cn1cc(-c2nc(-c3c[nH]c4ccccc34)cs2)c2cccnc21 | 66 | -2.8* | 27 | 17 | 20
55 | COC(=O)c1nc(-c2ccccc2)oc1S(=O)(=O)NCCO | 102 | 103 | 101 | 106 | 111
56 | COc1ccc(NCc2cn(-c3ccc(C(=O)O)cc3)nc2-c2ccc(F)cc2)cc1C(F)(F)F | 66 | 71 | 24 | 37 | 64
57 | CC(=O)N/N=C/c1ccc(N(C)C)cc1 | 116 | 108 | 114 | 107 | 102

nr | IGROV1 | NCI-H322M | NCI-H23 | NCI-H522
51 | 114 | 90 | 98 | 85
52 | 107 | 93 | 88 | 94
53 | 106 | 114 | 97 | 91
54 | 45 | 59 | 50 | -3.5*
55 | 97 | 97 | 101 | 86
56 | 50 | 62 | . | 40
57 | 99 | . | . | 93

Source: PubChem
